# SRC2 inh: inhibits human steroid receptor coactivator 2; HEK293 GAL4-SRC2 luciferase reporter, luminescence; Q15596; actives 0.17% (n = 370,000); inhibition, % at 9 µM;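 active = inhibition above the mean inhibition of all tested compounds plus 3 SD, set per campaign, cut at about 52% in these data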;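 note: 0% = DMSO treated cells and 100% = cells given Gossypol at 36 µM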
# ABHD5-PLIN5 inh: inhibitors of human ABHD5-perilipin-5 interaction | Q00G26+Q8WTS1 | Split G. princeps luciferase complementation, luminescence, 4 h | inhibition, % at 4 µM | actives 0.78% (n = 360,000) | AID 602281;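 active = inhibition above the mean inhibition across every tested compound plus 3 SD, cut at about 22% in these data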;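 note: 0% = DMSO only wells and the 100% control is not disclosed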
# LMP1 NFkB inh: inhibitors of Epstein-Barr LMP1-induced NF-kappaB reporter. LMP1-induced NF-kappaB luciferase reporter cells, luminescence. inhibition, % at 12.5 µM. actives 0.69% (n = 350,000). AID 504558; in the data active = inhibition above about 41%;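 note: 0% = neutral control wells and 100% = reference inhibitor control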
# MC4R antagonist: antagonists of human melanocortin 4 receptor (MC4R) | AID 540295 | MC4R-expressing cells, MTII-stimulated cAMP, LANCE TR-FRET | actives 0.48% (n = 360,000) | inhibition, % at 6.5 µM | P32245;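 active = inhibition above its plate's cutoff, the mean of tested wells on that plate plus 3 SD, cut at about 29% in these data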;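 note: 0% = Melanotan II alone and 100% = Melanotan II plus saturating MCL0020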
#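 Assay system: U2OS-MC4R stable cell line; Also added: Melanotan II; Technique: Eu-cAMP/anti-cAMP TR-FRET, emission 671 nm; Times: 30-min compound, 1-h challenge, 1-h detection, room temperature.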
# NCOA3 inh: inhibits human SRC3 coactivator; HEK293 GAL4-SRC3 luciferase reporter, luminescence; inhibition, % at 3.6 µM; actives 0.17% (n = 360,000);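 active = inhibition above a per-campaign cutoff, the mean of all compounds plus 3 SD, cut at about 60% in these data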;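 note: 0% = DMSO-treated cells and 100% = gossypol-treated cells at 36 µM; higher means less SRC3-driven luciferase light from the GAL4 reporter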
# NCOA1 inh: inhibits human SRC1 coactivator; Q15788; HEK293 GAL4-SRC1 luciferase reporter, luminescence; inhibition, % at 3.6 µM; actives 0.12% (n = 360,000);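 active = inhibition above the campaign mean plus 3 SD, with each screening campaign given its own cutoff, cut at about 60% in these data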;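 note: 0% = DMSO treated cells and 100% = gossypol at 36 µM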
# COUP-TFII inh: NR2F2 (human) inhibition, primary screen. P24468. HEK293T NGFI-A luciferase reporter, luminescence. inhibition, % at 8.6 µM. actives 0.7% (n = 370,000). AID 686940;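 active = inhibition above a per-plate cutoff, mean inhibition of test wells between control levels plus 3 SD, cut at about 38% in these data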;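 note: cells cotransfected with COUP-TFII expression vector driving the NGFI-A reporter; 0% = median of COUP-TF2 test wells and 100% = reporter-only cells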
# MC4R ag barr: human MC4R agonism via beta-arrestin. P32245. U2OS MC4R beta-arrestin complementation, luminescence; percent of melanotan II response, DMSO zero. activation, % at 8.9 µM. actives 0.98% (n = 360,000). AID 540308;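 active = activation above a per-plate cutoff, the mean activation of sample wells on that plate plus 3 SD, cut at about 8% in these data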
# NOD2 RIPK2 PPI: inhibitors of human NOD2-RIPK2 interaction. actives 0.38% (n = 360,000). AID 624267. CHO BLA complementation NOD2-RIPK2, CCF4 ratio. inhibition, % at 4.98 µM. O43353; in the data active = inhibition above about 21%;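 note: 0% = vehicle only and 100% = reference blocker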
# NR5A2 inv ag: suppresses constitutive activity of human LRH-1. inhibition, % at 3.6 µM. actives 0.13% (n = 360,000). HEK293T StAR-luciferase reporter, LRH-1 transfected, 24 h;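 active = inhibition above the mean inhibition of all tested compounds plus 3 SD, cut at about 73% in these data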;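 note: 0% = DMSO wells and 100% = reporter-only cells lacking LRH-1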
# TLR9-MyD88 block: inhibitors of human TLR9-MyD88 binding; actives 0.21% (n = 340,000); Q9NR96+Q99836; CHO BLA complementation TLR9-MyD88, CCF4 FRET ratio; inhibition, % at 4.98 µM; AID 504734;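 active = inhibition above the mean over all tested compounds plus 3 SD, cut at about 21% in these data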;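 note: 0% = DMSO only wells and 100% = clavulanate BLA inhibitor control wells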
# Target sequence (Q99836 whole entry, looked up): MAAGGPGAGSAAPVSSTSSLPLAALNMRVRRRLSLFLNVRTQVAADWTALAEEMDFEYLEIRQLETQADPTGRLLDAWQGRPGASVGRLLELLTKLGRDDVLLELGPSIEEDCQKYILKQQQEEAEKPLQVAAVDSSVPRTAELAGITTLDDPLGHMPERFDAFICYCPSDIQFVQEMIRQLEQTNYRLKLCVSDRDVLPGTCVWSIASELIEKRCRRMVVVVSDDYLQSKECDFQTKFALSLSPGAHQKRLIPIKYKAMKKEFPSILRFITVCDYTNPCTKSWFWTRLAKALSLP
# Target sequence (Q9NR96 whole entry, looked up): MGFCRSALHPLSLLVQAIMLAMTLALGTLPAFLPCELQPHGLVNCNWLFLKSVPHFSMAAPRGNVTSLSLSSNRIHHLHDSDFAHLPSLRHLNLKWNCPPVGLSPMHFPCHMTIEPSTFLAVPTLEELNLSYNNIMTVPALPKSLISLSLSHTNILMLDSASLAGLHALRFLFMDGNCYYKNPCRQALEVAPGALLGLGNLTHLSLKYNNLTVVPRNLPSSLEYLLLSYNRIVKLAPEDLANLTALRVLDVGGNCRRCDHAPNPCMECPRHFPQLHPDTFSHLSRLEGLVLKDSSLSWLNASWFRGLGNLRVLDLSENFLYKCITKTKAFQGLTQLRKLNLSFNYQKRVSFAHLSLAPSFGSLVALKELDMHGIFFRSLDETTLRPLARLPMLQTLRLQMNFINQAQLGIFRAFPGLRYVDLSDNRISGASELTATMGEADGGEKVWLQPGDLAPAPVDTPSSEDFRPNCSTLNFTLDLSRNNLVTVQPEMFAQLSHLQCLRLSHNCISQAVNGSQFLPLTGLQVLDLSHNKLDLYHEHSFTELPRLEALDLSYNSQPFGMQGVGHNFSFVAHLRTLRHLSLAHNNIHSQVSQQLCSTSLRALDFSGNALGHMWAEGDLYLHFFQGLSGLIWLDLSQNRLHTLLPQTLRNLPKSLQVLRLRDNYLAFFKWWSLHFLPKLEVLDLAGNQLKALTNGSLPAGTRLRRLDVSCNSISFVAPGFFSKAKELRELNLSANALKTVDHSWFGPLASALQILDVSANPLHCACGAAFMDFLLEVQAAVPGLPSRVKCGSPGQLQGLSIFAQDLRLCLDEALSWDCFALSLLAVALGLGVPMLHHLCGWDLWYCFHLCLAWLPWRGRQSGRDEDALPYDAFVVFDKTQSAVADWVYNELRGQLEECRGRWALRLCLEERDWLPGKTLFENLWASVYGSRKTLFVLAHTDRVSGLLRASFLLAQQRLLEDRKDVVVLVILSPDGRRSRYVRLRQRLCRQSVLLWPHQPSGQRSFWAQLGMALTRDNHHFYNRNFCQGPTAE
# Numbers without * were called inactive; . = no result given.
no.	mol	SRC2 inh	ABHD5-PLIN5 inh	LMP1 NFkB inh	MC4R antagonist	NCOA3 inh	NCOA1 inh
1	Cc1cc(C)cc(Cn2c3ccc(NC(=O)NCc4ccc(F)cc4)cc3c(=O)n2C)c1	7	0	.	10	-7	-17
2	N#CCCN(C(=O)COC(=O)C1=NNC(=O)CC1)c1ccccc1	4	5	2	6	-8	-36
3	COc1ccc(C(=O)NNC2=NC(C)(C)Cc3cc(C)c(C)cc32)cc1	5	0	-3	13	6	9
4	O=C(NCCCn1ccnc1)c1ccc2c(c1)OCCO2	8	-4	-5	3	-11	-12
5	Cc1nc2nc(-c3cccs3)cn2nc1C	-79	4	-7	4	-18	-53
6	Fc1cc(Cl)c(OCc2noc(-c3ccsc3)n2)c(Cl)c1	-20	-4	-23	-1	-49	-42
7	O=C(Nc1ccc2nc(-c3ccccc3)[nH]c2c1)c1cccs1	-23	1	-1	-6	-45	-27
8	Cc1ccc(Nc2nc3nonc3[nH]c2=O)cc1C	-41	-1	-14	-2	-25	-24
9	Cc1onc(-c2ccccc2Cl)c1C(=O)Nc1ccccc1C(N)=O	12	0	2	1	18	3
10	NC(=O)COC(=O)c1ccc2c(c1)C(=O)N(Cc1ccco1)C2=O	5	5	-8	7	5	-10
11	CCOc1cc(NC(=O)CCl)c(OCC)cc1NC(=O)CCl	6	-3	-17	15	-2	-19
12	CN(C)S(=O)(=O)c1cccc(NC(=O)CSc2ncnc3ccccc23)c1	35	-12	5	13	20	1
13	CCOC(=O)NC(=S)c1ccc[nH]1	12	-6	-2	-5	-13	7
14	CCCCC(=O)NNC(=S)NC(=O)c1ccc(C)cc1	-10	-7	4	12	4	-13
15	COc1ccccc1C(=O)C1CCCN(C(=O)c2ccccn2)C1 (stereo not given)	2	2	-5	6	12	6

no.	COUP-TFII inh	MC4R ag barr	NOD2 RIPK2 PPI	NR5A2 inv ag	TLR9-MyD88 block
1	9	0.3	10	-10	.
2	3	-1.0	-5	9	-8
3	8	-0.3	-2	-8	-24
4	-3	-0.1	-9	-9	3
5	-53	0.0	-7	-46	11
6	-10	0.8	6	-32	-5
7	-14	-1.9	-5	-85	-3
8	-7	-0.9	9	-9	-5
9	13	-1.8	-3	11	7
10	-11	-1.9	-9	21	-9
11	12	-1.5	1	29	1
12	36	2.5	-13	-4	-7
13	-10	-2.9	1	2	-4
14	-19	-3.5	4	-18	5
15	6	-1.3	-9	2	-6

# Next records follow:
no.	mol	SRC2 inh	ABHD5-PLIN5 inh	LMP1 NFkB inh	MC4R antagonist	NCOA3 inh	NCOA1 inh
16	COc1cc(NC(=O)CN2CC(c3ccccc3)CC2=O)cc(OC)c1 (stereo not given)	0	1	-4	6	11	8
17	Cc1nc(C(C)N(C)Cc2c(C(=O)N3CCCCC3)nc3c(C)cccn23)c(C)s1 (stereo not given)	26	-3	0	-3	11	-6
18	C[N+]1(CC(O)c2ccccc2)CCCCCC1 (stereo not given)	-17	11	2	6	-4	12
19	O=C(Nc1cccc(Cl)c1)Nc1ccc2c(c1)C(=O)OC2	-42	-3	-2	6	-11	-40
20	Nc1nccc(/C=C/c2c(F)cccc2Cl)n1	-27	-2	-1	11	-21	-6
21	CCOc1c2ccc(C(=O)NCCc3ccc(C)cc3)cc2nn1CC	-39	-6	-3	1	5	-2
22	Cc1ccc(S(=O)(=O)N2CCC3(CC2)OCCN3S(=O)(=O)c2cccs2)cc1	-11	-4	-1	20	8	-8
23	COC(=O)c1ccc(C)c(NC(=O)CCSc2ccccc2)c1	-9	-3	1	-2	25	-2
24	CC(=O)c1cc2c(cc1NC(=O)C1CC=CCC1C(=O)O)OCO2 (stereo not given)	0	2	-2	-1	4	7
25	CC1CCN(c2nc3c(c(=O)n(C)c(=O)n3C)n2CCSc2nc3ccccc3s2)CC1	3	1	18	9	-3	0
26	Cc1ccc(C)c(C(=O)CN2Cc3ccccc3C2=O)c1	-5	-3	-12	-8	-10	-14
27	CCc1ccccc1NC(=O)COc1ccc(N2CC(C(N)=O)CC2=O)cc1 (stereo not given)	-17	3	-5	7	-5	-23
28	CCCC(=O)c1ccc(N2CCC(C)CC2)c(F)c1	-27	-10	-34	10	-22	-1
29	Nn1cc(-c2ccccc2)nc1SCC(=O)Nc1cccc(S(N)(=O)=O)c1	-14	0	-1	-9	13	5
30	Cc1ccc(C(=O)CSc2nnc(COc3ccc(C#N)cc3)n2-c2ccccc2)cc1	-26	0	9	3	0	-9

no.	COUP-TFII inh	MC4R ag barr	NOD2 RIPK2 PPI	NR5A2 inv ag	TLR9-MyD88 block
16	-6	0.1	-16	13	-1
17	-14	-1.2	-15	9	-13
18	0	-1.8	-5	1	0
19	-15	1.6	7	-39	-5
20	-19	3.2	-13	-26	-2
21	-8	-1.3	-3	-5	-1
22	6	-0.2	-4	4	-2
23	3	-2.3	0	4	-2
24	-4	-1.8	-4	-13	-3
25	5	2.6	-2	-4	4
26	2	-2.2	-5	-23	-3
27	20	-1.1	-10	-1	-4
28	-14	2.9	-13	-13	-1
29	-9	-1.9	-1	17	1
30	6	1.7	-4	1	2

# The list goes on:
no.	mol	SRC2 inh	ABHD5-PLIN5 inh	LMP1 NFkB inh	MC4R antagonist	NCOA3 inh	NCOA1 inh
31	Cc1cc(C(=O)N2CCN(c3ncccn3)CC2)sc1-c1ccccc1	10	2	1	4	12	-13
32	COc1ccc(F)cc1-c1cc(C(=O)Nc2cccnc2)[nH]n1	-37	10	.	-2	-75	-45
33	CSc1ccccc1NC(=O)COC(=O)c1ccc(O)cc1	-14	-8	-8	-2	12	-4
34	CCOC(=O)C1(Cc2ccccc2)CCCN(Cc2cnn(CC)c2)C1 (stereo not given)	11	2	-1	-1	10	11
35	O=C1COc2ccc(S(=O)(=O)NCc3ccccc3)cc2N1	0	5	1	-3	-5	-31
36	Cc1ccn2c(=O)c(NC(=O)c3cccs3)c(C)nc2c1	-8	10	-2	5	8	-6
37	CCCCCC1CCC(C(=O)N2CCOCC2)CC1 (stereo not given)	-19	-2	-7	-1	-16	-27
38	Cc1cc(C)n(C(C)CNC(=O)c2ccc3c(c2)OCO3)n1 (stereo not given)	-21	0	-2	12	-2	-8
39	CCOc1ccc(/C=C2\SC(=S)N(NS(=O)(=O)c3ccccc3)C2=O)cc1OC	-3	0	0	-2	25	-2
40	CCOc1ccccc1NS(=O)(=O)c1ccc(-n2cccn2)cc1	16	-1	-17	6	4	-7
41	O=C(NCCOc1ccc(F)cc1)C1CCN(S(=O)(=O)c2ccccc2)CC1	-1	1	-8	12	-9	4
42	COC(=O)c1sc(N)c(C(=O)OC)c1COC(=O)c1c(C)noc1C	12	5	3	-9	7	-7
43	COc1ccc([N+](=O)[O-])cc1C(=O)NC1CCN(Cc2ccccc2)CC1	-9	9	.	9	1	12
44	Cc1cc(C)cc(NC(=O)Nc2ccc(N3CCCCC3)cc2)c1	-34	-8	-17	-9	-48	-60
45	Cc1nc2ccc(S(=O)(=O)NCC(=O)NCc3ccc(Cl)cc3)cc2s1	1	2	2	4	13	11

no.	COUP-TFII inh	MC4R ag barr	NOD2 RIPK2 PPI	NR5A2 inv ag	TLR9-MyD88 block
31	-6	-0.3	5	12	-5
32	-52	-1.7	-16	-72	.
33	7	-0.9	1	3	-1
34	-2	-2.7	-6	-3	-7
35	-14	-3.6	-3	7	-5
36	-20	-0.4	-3	5	1
37	-5	-0.1	-11	-4	0
38	5	-1.6	-18	1	-1
39	19	-0.6	5	8	7
40	6	-1.7	-2	-1	-5
41	-1	-3.6	-1	-2	-5
42	11	-6.3	1	22	2
43	11	0.2	-17	-6	.
44	-26	3.1	5	-54	.
45	-1	-0.8	5	-17	1

# 2 records drawn at random from those above:
no.	mol	SRC2 inh	ABHD5-PLIN5 inh	LMP1 NFkB inh	MC4R antagonist	NCOA3 inh	NCOA1 inh
36	Cc1ccn2c(=O)c(NC(=O)c3cccs3)c(C)nc2c1	-8	10	-2	5	8	-6
38	Cc1cc(C)n(C(C)CNC(=O)c2ccc3c(c2)OCO3)n1 (stereo not given)	-21	0	-2	12	-2	-8

no.	COUP-TFII inh	MC4R ag barr	NOD2 RIPK2 PPI	NR5A2 inv ag	TLR9-MyD88 block
36	-20	-0.4	-3	5	1
38	5	-1.6	-18	1	-1

# The list continues.
no.	mol	SRC2 inh	ABHD5-PLIN5 inh	LMP1 NFkB inh	MC4R antagonist	NCOA3 inh	NCOA1 inh
46	CCOc1ccc(S(=O)(=O)NC2CCCC2)cc1	-9	-1	3	1	5	-1
47	O=C(Nc1cc(Cl)cc(Cl)c1)C(NCCO)c1ccccc1 (stereo not given)	15	1	-9	-3	-3	8
48	Oc1ccc(-c2csc(Nc3ncccn3)n2)cc1	-46	-4	1	7	-71	-81
49	COc1ccc(CCN2CC(C(=O)NCC(c3ccccc3)N(C)C)CC2=O)cc1OC (stereo not given)	-22	3	15	4	6	3
50	Cc1ccc(-n2c3c(cc(C(=O)NC4CCSC4=O)c2=O)C(=O)CC(C)(C)C3)cc1 (stereo not given)	-7	1	-2	10	14	-6
51	O=S1(=O)CCOC[C@H](CC2CCCCC2)N1Cc1ccccc1F	-19	-4	-1	5	-27	-3
52	COc1ccc(/C=C/C(=O)NCC(=O)N/N=C/c2cccnc2)cc1	24	0	11	-11	-2	-14
53	CC(C)(C)C(=O)Nc1ccc(C(=O)Nc2cc(NC(=O)c3ccc(NC(=O)C(C)(C)C)cc3)cc(C(=O)O)c2)cc1	-12	-3	6	2	-7	-31

no.	COUP-TFII inh	MC4R ag barr	NOD2 RIPK2 PPI	NR5A2 inv ag	TLR9-MyD88 block
46	21	-1.0	-3	-15	3
47	11	-0.7	0	-19	-7
48	-64	2.1	-7	-204	2
49	5	-1.1	-8	18	-3
50	7	-0.8	2	-6	8
51	4	0.3	3	19	-8
52	5	-1.3	-11	10	3
53	8	-1.4	0	-13	-2

# Some entries already given, limited to NR5A2 inv ag and COUP-TFII inh.
no.	Compound	NR5A2 inv ag	COUP-TFII inh
50	Cc1ccc(-n2c3c(cc(C(=O)NC4CCSC4=O)c2=O)C(=O)CC(C)(C)C3)cc1 (stereo not given)	-6	7
52	COc1ccc(/C=C/C(=O)NCC(=O)N/N=C/c2cccnc2)cc1	10	5
48	Oc1ccc(-c2csc(Nc3ncccn3)n2)cc1	-204	-64
49	COc1ccc(CCN2CC(C(=O)NCC(c3ccccc3)N(C)C)CC2=O)cc1OC (stereo not given)	18	5
51	O=S1(=O)CCOC[C@H](CC2CCCCC2)N1Cc1ccccc1F	19	4
53	CC(C)(C)C(=O)Nc1ccc(C(=O)Nc2cc(NC(=O)c3ccc(NC(=O)C(C)(C)C)cc3)cc(C(=O)O)c2)cc1	-13	8
47	O=C(Nc1cc(Cl)cc(Cl)c1)C(NCCO)c1ccccc1 (stereo not given)	-19	11

# Screening results as filed in PubChem BioAssay.

# The list is partial; count on the stated rates, not on these rows.
